Compound activity (PubChem)
TLR4 MyD88 comp: TLR4-MyD88 interaction inhibition in cells; O00206+Q99836; HeLa CL3-4 TLR4/MyD88 BLA complementation, FRET ratio; inhibition, % at 8.4 µM; hit rate 0.18% among 200,000; in the data active = inhibition above about 25%;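 also: 0% = vehicle and 100% = reference inhibitor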
STAT3 act: activators of IL-6 induced STAT3 signaling | activation (% of control), % at 5.6 µM | hit rate 0.91% among 190,000 | AID 871 | U3A cells, IL-6 STAT3-luciferase reporter, luminescence; 100% = signal with IL-6 EC80 alone;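 active = activation above the screen-wide mean of compound activation plus 3 SD, cut at about 130% in these data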;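 also: 0% = background luminescence of wells with medium and substrate only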
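Assay system – human STAT1-deficient U3A cells with stable STAT3-luciferase reporter · Also added – IL-6 (33 ng/mL) · Schedule – compound 1 h, then IL-6 6 h at 37 °C · Technique – reporter luminescence signal · Evaluation – % activation versus median of IL-6-stimulated wells · Benchmarks – IL-6-only wells as 100% reference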
ROMK primary: modulates human ROMK potassium channel activity; P48048; Tet-inducible ROMK, thallium flux fluorescence; actives lie on both sides; B-score at 10 µM; hit rate 2% among 130,000;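 active = signal ratio slope over the read window, or its plate-corrected B-score, at least 3 SD from the plate mean, either direction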;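 also: B-score of the F/F0 ratio slope over 7 to 12 s after thallium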
STAT3 blocker: STAT3 signaling inhibition. inhibition, % at 5.5 µM. U3A cells, IL-6 STAT3-luciferase reporter, luminescence; host cell line lacks STAT1. hit rate 0.89% among 190,000. AID 862;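 active = inhibition above the mean inhibition across all screened compounds plus 3 SD, cut at about 44% in these data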;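 also: 0% = DMSO only wells and 100% = 100 µM nifuroxazide control wells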
RAM inhibit: blocks the yeast RAM network; S. cerevisiae dse1pr::URA3 reporter, 5-FOA growth OD615, 2 d; analog-sensitive cbk1-as2 kinase mutant strain; inhibition, % at 50 µM; hit rate 1.8% among 190,000;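 active = inhibition above a set limit, 3 SD over mean compound inhibition, cut at about 8.4% in these data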;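 also: 0% = DMSO-only wells with no growth and 100% = 10 µM 1-NA-PP1 full growth; inhibition rescues growth on 5-FOA so higher OD means more RAM inhibition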
PPARg SRC2 recr: promotes SRC-2 coactivator recruitment by human PPARgamma; PPARgamma LBD-SRC-2 recruitment, biochemical; activation, % at 8 µM; hit rate 0.34% among 200,000; AID 1032; in the data active = activation above about 22%;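 also: 0% = vehicle and 100% = reference agonist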
Target sequence (P37231 whole entry, looked up, the tested form may be a part): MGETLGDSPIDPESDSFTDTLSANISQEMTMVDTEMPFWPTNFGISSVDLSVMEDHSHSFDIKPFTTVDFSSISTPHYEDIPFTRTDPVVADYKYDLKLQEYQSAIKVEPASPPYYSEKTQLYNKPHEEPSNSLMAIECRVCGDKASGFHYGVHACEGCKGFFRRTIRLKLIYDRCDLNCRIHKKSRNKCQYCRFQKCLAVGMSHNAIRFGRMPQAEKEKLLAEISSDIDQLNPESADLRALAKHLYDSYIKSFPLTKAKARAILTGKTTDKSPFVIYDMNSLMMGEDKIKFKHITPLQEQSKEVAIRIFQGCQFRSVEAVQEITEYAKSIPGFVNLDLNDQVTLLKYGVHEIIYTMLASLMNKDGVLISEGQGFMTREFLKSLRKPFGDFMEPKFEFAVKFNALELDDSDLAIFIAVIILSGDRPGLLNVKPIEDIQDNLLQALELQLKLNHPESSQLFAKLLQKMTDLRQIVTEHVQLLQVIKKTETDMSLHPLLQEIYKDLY
PPARg SRC3 recr: PPARgamma-driven SRC-3 recruitment agonism. P37231. biochemical PPARgamma/SRC-3 coactivator recruitment assay. activation, % at 8 µM. hit rate 0.26% among 200,000. AID 731; in the data active = activation above about 23%;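 also: 0% = DMSO and 100% = reference agonist; some compounds past the cut are filed as inactive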
S1P3 antagonist: blocks the human S1P3 receptor | CHO S1P3 NFAT-BLA reporter, FRET fluorescence, antagonist mode | inhibition, % at 4.98 µM | hit rate 0.27% among 170,000 | AID 485;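 active = inhibition above the plate cutoff, the mean inhibition of test wells on that plate plus 3 SD, cut at about 28% in these data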;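 also: cells challenged with S1P at its EC80 of 0.8 µM; blue over green emission ratio from cleaved BLA substrate after 4 h stimulation; 0% = S1P-stimulated wells and 100% = unstimulated DMSO-only wells; some compounds past the cut are filed as inactive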
Target sequence (Q99500 whole entry, looked up): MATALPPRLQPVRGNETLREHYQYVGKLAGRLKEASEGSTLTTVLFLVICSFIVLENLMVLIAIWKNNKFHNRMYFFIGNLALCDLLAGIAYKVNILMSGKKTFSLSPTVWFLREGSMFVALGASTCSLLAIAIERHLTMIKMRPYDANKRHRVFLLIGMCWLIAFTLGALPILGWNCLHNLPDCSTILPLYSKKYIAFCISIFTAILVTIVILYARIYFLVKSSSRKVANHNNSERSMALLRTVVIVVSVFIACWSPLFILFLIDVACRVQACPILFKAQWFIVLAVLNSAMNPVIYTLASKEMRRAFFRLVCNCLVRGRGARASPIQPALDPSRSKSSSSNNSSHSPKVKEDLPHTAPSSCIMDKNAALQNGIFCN
TR-FRET SRC-2 ct: TR-FRET artefact, counter-screen to PPARgamma/SRC-2 agonist assay | hits give high values | TR-FRET ratio at 8 µM | hit rate 0.4% among 200,000 | AID 1049; in the data active = TR-FRET ratio above about 2000; also: inactives centre near 1500
PPARg SRC1 recr: promotes SRC-1 coactivator recruitment by human PPARgamma | P37231 | PPARgamma-SRC-1 coactivator recruitment biochemical assay | hit rate 0.41% among 200,000 | activation, % at 8 µM; in the data active = activation above about 19%;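 also: 0% = DMSO and 100% = reference agonist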
STAT1 blocker: STAT1 signaling inhibition; NIH 3T3 STAT1-luciferase reporter, IFN-gamma, luminescence; inhibition, % at 5.5 µM; hit rate 0.35% among 200,000;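 active = inhibition above a set limit, the mean inhibition across all tested compounds plus 3 SD, cut at about 34% in these data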;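 also: 0% = IFN-gamma with DMSO and 100% = IFN-gamma with 300 µM nifuroxazide; values of inactives mirror those of a sister screen read the other way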
An asterisk follows results filed as active; nt = no result given.

SMILES	TLR4 MyD88 comp	STAT3 act	ROMK primary	STAT3 blocker	RAM inhibit	PPARg SRC2 recr	PPARg SRC3 recr	S1P3 antagonist	TR-FRET SRC-2 ct	PPARg SRC1 recr	STAT1 blocker
COc1cccc(CN2CCN(C(=O)c3cccs3)CC2)c1OC	5	108	nt	-3	0.9	1	-2	-4	1577	6	4
COc1ccc(C(=O)N2CCOC2CNC(=O)C(=O)NCc2ccco2)cc1 (stereo not drawn)	-20	102	-0.056	7	3.1	-3	-1	-2	1393	-7	-3
O=C(CCc1ccccc1)OCC(=O)c1ccc([N+](=O)[O-])cc1	-7	110	0.44	1	1.0	4	5	4	1637	-3	0
Cc1ncc(CO)c(/C=N/N=C/c2ccccc2O)c1O	0	109	nt	-4	-0.3	2	0	-7	1537	-4	-10
O=C(NCCc1ccccc1)C1c2ccccc2C(=O)N1C1CC1 (stereo not drawn)	9	119	0.11	-20	3.6	-4	7	-6	1618	1	-4
CCN1C(=O)CC(N2CCC(c3nc4ccccc4[nH]3)CC2)C1=O (stereo not drawn)	-15	105	-0.077	0	0.2	-7	0	4	1417	-5	-3
COC(=O)c1ccc(Cl)c(NC(=O)Cc2ccccc2[N+](=O)[O-])c1	10	90	nt	11	0.6	0	-7	-4	1729	1	0
COC(=O)/C=c1\sc2n(c1=O)C(C)=CC(C)(C)N=2	-19	91	nt	14	0.0	10	9	-26	1741	5	4
COC(=O)Nc1ccc(S(=O)(=O)N2CCC(C(=O)N3CCC(C)CC3)CC2)cc1	0	100	0.061	6	0.8	6	2	2	1461	1	0
CN(C)c1ccc(C=C(c2nnnn2-c2ccccc2)c2nnnn2-c2ccccc2)cc1	9	104	-0.05	-7	3.0	3	2	-2	1331	5	-8
CC(C)(C)NC(=O)c1cc(C(C)(C)C)c(O)c(C(C)(C)C)c1	16	91	nt	13	0.8	-13	-2	-1	1512	-4	8
c1ccc(N2CCN(c3nc4cc5c(cc4s3)OCO5)CC2)cc1	-3	66	0.0035	41	2.4	-6	5	-34	1702	7	-50
CC(=O)NC1=NN(C(C)=O)C(c2ccccc2)S1 (stereo not drawn)	5	107	0.055	-3	-0.1	8	5	-17	1386	-5	-11
COC(=O)C(C#N)C(c1cccnc1)c1c(C)[nH][nH]c1=O (stereo not drawn)	7	97	-0.3	6	3.4	15	4	-2	1488	-2	-4
O=C(N/C(=C\c1cccs1)C(=O)N1CCOCC1)c1cccs1	1	100	0.21	1	1.5	7	2	-5	1598	3	-3
COc1ccc(N=c2sc3ccccc3n2C)cc1	4	111	1.4	-10	-0.3	7	-7	nt	1675	5	-56
O=C(OCc1ccccc1)C1=NNC2C(=O)N(c3ccccc3)C(=O)C12 (stereo not drawn)	-8	82	nt	20	-1.1	7	4	-1	1572	5	13
Cc1ccc(NC(=O)CSCc2ccco2)cc1	-8	103	1.1	6	0.4	6	3	-9	1608	-8	-31
CCc1ccc(-c2nnn(CCC#N)n2)cc1	-11	90	-0.44	14	1.1	-1	5	-7	1487	2	-16
O=C(CN1C(=O)NC2(CCOc3ccccc32)C1=O)Nc1cccc(Cl)c1 (stereo not drawn)	-13	106	0.91	-7	1.9	8	3	-1	1807	10	1
O=C(NCC(=O)N(c1ccc2c(c1)OCO2)C(C(=O)NC1CCCC1)c1cccs1)c1ccco1 (stereo not drawn)	2	103	nt	6	2.9	-2	0	-5	1377	-1	-4
Cc1ccccc1OCCCCn1cnc2ccccc21	0	50	-2.2	61*	1.1	6	4	nt	1461	2	9
COc1ccccc1C(CC(=O)Nc1ccc(Cl)cc1)c1ccc(OC(C)C)cc1 (stereo not drawn)	3	112	nt	-10	6.5	-2	-4	-22	1450	0	7
C[C@@H](O)C1NC(=O)[C@H](CCCCN)NC(=O)c2cc([N+](=O)[O-])cc(I)c2OCC[C@@H](C(N)=O)NC1=O (stereo partly drawn)	-8	90	-0.02	9	0.5	0	-3	0	1426	5	-4
N#CC1=C(N)N(c2ccccc2)C(c2cccc([N+](=O)[O-])c2)C1(C#N)C#N (stereo not drawn)	6	96	nt	8	2.5	-9	-7	nt	1409	0	-1
C=CC[n+]1c(C)csc1Nc1cccc(Br)c1	10	99	-0.85	1	1.7	12	6	-8	1614	2	-10
CCc1c(C)c2ccc(OCC(=O)OC(C)C)c(C)c2oc1=O	10	54	-0.91	56*	6.2	2	13	30	1363	-1	7
O=C1C(=O)N(Cc2cccnc2)C(c2ccccn2)/C1=C(/O)c1ccccc1 (stereo not drawn)	-14	104	0.72	-2	0.2	-7	-4	nt	1584	-2	0
COc1ccc(C(=O)On2c(-c3ccc(Br)cc3)nc3ccccc3c2=O)cc1	-4	98	0.49	3	2.7	0	1	3	1621	4	1
CCCCC(=O)Nc1ccc(NC(=O)C2CC2)cn1	-3	92	nt	14	2.2	-1	4	-1	1469	-2	-11
O=S(=O)(c1cc(C(F)(F)F)ccc1Cl)N1CCCCCC1	3	98	-0.057	7	0.2	5	0	-3	1786	2	5
CC(C)(C)C(=O)Nc1nc2c(s1)CN(Cc1ccccc1)CC2	-6	107	-0.18	-2	-0.1	-3	3	-3	1658	0	-30
CC(C)c1c(O)nc(SCC(=O)Nc2ccc3c(c2)CCC3)[nH]c1=O	7	93	nt	15	7.8	5	1	-7	1634	-1	10
COc1ccc(/C(N)=N/OC(=O)c2ccc3c(c2)OCO3)cc1	-20	99	-0.82	4	1.0	2	-2	1	1324	1	-15
CCC(=NCCN1CCNCC1)C1=C(O)CC(C)(C)CC1=O	4	98	nt	6	-0.8	5	5	-82	1536	-1	2
c1ccc(C(Cc2nc(-c3cccnc3)no2)c2ccccc2)cc1	-9	95	nt	12	2.8	0	-1	42	1460	1	2
Cc1cc(C)n(-c2ccc(C(C)C)cc2)c(=O)c1C#N	10	97	0.86	10	0.1	8	0	-32	1540	2	1
CCOC(=O)c1ccc2c(c1)C1C=CCC1C(C(=O)O)N2 (stereo not drawn)	9	100	nt	7	9.7*	-1	5	14	1558	0	4
Cc1ccc(NC(=S)NCC(C)C)cc1	0	106	0.029	-4	-0.6	13	2	-7	1547	3	-16
COc1ccc(-c2nnc(SCCC(=O)O)n2-c2ccccc2)cc1OC	-1	100	0.43	5	0.0	6	1	nt	1415	4	-2

13 neighbouring entries out of the list so far, quoted:
SMILES	TLR4 MyD88 comp	STAT3 act	ROMK primary	STAT3 blocker	RAM inhibit	PPARg SRC2 recr	PPARg SRC3 recr	S1P3 antagonist	TR-FRET SRC-2 ct	PPARg SRC1 recr	STAT1 blocker
N#CC1=C(N)N(c2ccccc2)C(c2cccc([N+](=O)[O-])c2)C1(C#N)C#N (stereo not drawn)	6	96	nt	8	2.5	-9	-7	nt	1409	0	-1
C=CC[n+]1c(C)csc1Nc1cccc(Br)c1	10	99	-0.85	1	1.7	12	6	-8	1614	2	-10
CCc1c(C)c2ccc(OCC(=O)OC(C)C)c(C)c2oc1=O	10	54	-0.91	56*	6.2	2	13	30	1363	-1	7
O=C1C(=O)N(Cc2cccnc2)C(c2ccccn2)/C1=C(/O)c1ccccc1 (stereo not drawn)	-14	104	0.72	-2	0.2	-7	-4	nt	1584	-2	0
COc1ccc(C(=O)On2c(-c3ccc(Br)cc3)nc3ccccc3c2=O)cc1	-4	98	0.49	3	2.7	0	1	3	1621	4	1
CCCCC(=O)Nc1ccc(NC(=O)C2CC2)cn1	-3	92	nt	14	2.2	-1	4	-1	1469	-2	-11
O=S(=O)(c1cc(C(F)(F)F)ccc1Cl)N1CCCCCC1	3	98	-0.057	7	0.2	5	0	-3	1786	2	5
CC(C)(C)C(=O)Nc1nc2c(s1)CN(Cc1ccccc1)CC2	-6	107	-0.18	-2	-0.1	-3	3	-3	1658	0	-30
CC(C)c1c(O)nc(SCC(=O)Nc2ccc3c(c2)CCC3)[nH]c1=O	7	93	nt	15	7.8	5	1	-7	1634	-1	10
COc1ccc(/C(N)=N/OC(=O)c2ccc3c(c2)OCO3)cc1	-20	99	-0.82	4	1.0	2	-2	1	1324	1	-15
CCC(=NCCN1CCNCC1)C1=C(O)CC(C)(C)CC1=O	4	98	nt	6	-0.8	5	5	-82	1536	-1	2
c1ccc(C(Cc2nc(-c3cccnc3)no2)c2ccccc2)cc1	-9	95	nt	12	2.8	0	-1	42	1460	1	2
Cc1cc(C)n(-c2ccc(C(C)C)cc2)c(=O)c1C#N	10	97	0.86	10	0.1	8	0	-32	1540	2	1

More structures
SMILES	TLR4 MyD88 comp	STAT3 act	ROMK primary	STAT3 blocker	RAM inhibit	PPARg SRC2 recr	PPARg SRC3 recr	S1P3 antagonist	TR-FRET SRC-2 ct	PPARg SRC1 recr	STAT1 blocker
Cn1c(SCCOc2ccccc2Cl)nnc1-c1cccs1	4	97	nt	5	-0.6	10	-3	nt	1396	0	8
CCOC(=O)N1CCN(CCC(=O)Nc2ccccc2OC)CC1	-7	98	nt	3	0.8	11	14	nt	1742	3	8
O=C(COc1ccccc1Cl)NCCc1ccc2c(c1)OCCO2	-2	102	nt	-2	-0.5	-5	-2	5	1457	-2	7
O=S(=O)(Cc1ccccc1)N1CCN(Cc2ccccc2)CC1	-14	97	-0.54	8	-0.4	0	9	-12	1587	3	-4
CCCCn1c(=N)n(CC(=O)c2ccc([N+](=O)[O-])cc2)c2ccccc21	18	89	-0.94	16	4.2	9	2	-13	1577	6	-2
C/C(=N\NC(=S)NC(C)C)c1ccc2c(c1)OCCO2	2	100	0.085	-2	3.4	19	8	-14	1824	2	3
CCOc1ccc(-n2c(C)nc3cc(C(=O)NCCN4CCOCC4)ccc32)cc1	4	106	nt	-5	-0.8	5	1	nt	1540	-2	6
COC(=O)c1sc(NC(=O)CCCn2nc([N+](=O)[O-])cc2C)c(C(=O)OC)c1C	-17	79	nt	23	-1.0	1	-2	-6	1589	-4	6
COc1ccc(C2C(C(=O)N3CCN(C)CC3)c3ccccc3C(=O)N2C2CCCCC2)cc1 (stereo not drawn)	-3	103	-0.021	0	1.9	6	1	-28	1657	2	-8
CCN(CC)c1ccc(/C=N/NC(=O)Nc2nonc2N)cc1	2	119	0.38	-21	0.3	5	2	-14	1644	6	-17
COc1ccc(NS(=O)(=O)c2ccc(N/N=C/c3ccc(N4CCOCC4)cc3)c([N+](=O)[O-])c2)cc1	-2	96	0.52	2	3.1	-1	-5	-6	1387	0	5
